NS5 inhibitors – Dengue-2 NS5 methyltransferase inhibitors, primary screen, biochemical, confirmation dose response (AID 588689). Dengue-2 NS5 methyltransferase capping enzyme assay, biochemical; higher % means a stronger effect. one-dose inhibition, % at 25 µM; IC50 in µM for titrated hits. actives 0.3% (n = 340,000); in the data active means a potency from the dose series; inconclusive means inhibition above about 29% without an active follow-up result
GPR55 activation – GPR55 agonists via beta-arrestin recruitment, primary screen, imaging, U2OS cells, beta-arrestin-GFP redistribution (AID 1961); actives 0.048% (n = 290,000); G-protein coupled receptor 55 (Homo sapiens); one-dose activation, % at 10 µM; EC50 in µM for titrated hits; U2OS GPR55 beta-arrestin-GFP redistribution imaging; higher % means a stronger effect;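 active means activation above 40% with more than 50 cells counted in the well; inconclusive means wells holding fewer than 50 cells, flagged as toxic or sparse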;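 further: U2OS osteosarcoma cells stably expressing GPR55 and beta-arrestin-GFP; plate controls were DMSO negative control for no effect and LPI positive control for full effect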
Yfh1-depleted yeast – enhancers of respiration in Yfh1-depleted yeast, dose response, Friedreich's ataxia, plus single-dose screen (AID 1465); S. cerevisiae Yfh1-off respiration, WST-1 reduction, 72 h; higher fold induction means a stronger effect; fold induction at 50 µM; hits with a dose series show EC50 in µM; actives 0.074% (n = 220,000);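 active means fold induction of absorbance versus untreated yeast above a set limit, then at least 30% activation at any dose in follow-up; inconclusive means repeats straddling the limit, or above it without dose testing; inactive means fold induction below the set limit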;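 further: activators that raise dye reduction in frataxin-depleted yeast; strong numbers were not always called active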
GPR35 antagonists – GPR35 antagonists blocking zaprinast-driven arrestin recruitment, primary screen, imaging, U2OS, beta-arrestin-GFP, zaprinast agonist (AID 2058); inhibition, % at 10 µM; hits with a dose series show IC50 in µM; U2OS GPR35 beta-arrestin-GFP translocation imaging, zaprinast antagonism; higher % means a stronger effect; G-protein coupled receptor 35 (Homo sapiens); actives 0.052% (n = 290,000);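 active means inhibition of at least 50% with at least 30 cells and total cytoplasm GFP at most 10,000,000; inconclusive means under 30 cells or total GFP of 10,000,000 plus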
NTR1 agonist – agonists of NTR1, primary screen, imaging, U2OS cells, beta-arrestin-GFP, high content (AID 493036) | actives 0.17% (n = 330,000) | NTR1-U2OS beta-arrestin-GFP spot imaging, agonist mode | activation, % at 20 µM | Neurotensin receptor type 1 (Homo sapiens), P30989;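 active means activation at or above 40% of the spot to cytoplasm intensity ratio, with at least 20 cells analyzed; inconclusive means wells under 20 cells, flagged as cytotoxic or low count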;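 further: 0% = DMSO without peptide and 100% = 100 nM NTR1 peptide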
Target sequence (P30989 whole entry, looked up): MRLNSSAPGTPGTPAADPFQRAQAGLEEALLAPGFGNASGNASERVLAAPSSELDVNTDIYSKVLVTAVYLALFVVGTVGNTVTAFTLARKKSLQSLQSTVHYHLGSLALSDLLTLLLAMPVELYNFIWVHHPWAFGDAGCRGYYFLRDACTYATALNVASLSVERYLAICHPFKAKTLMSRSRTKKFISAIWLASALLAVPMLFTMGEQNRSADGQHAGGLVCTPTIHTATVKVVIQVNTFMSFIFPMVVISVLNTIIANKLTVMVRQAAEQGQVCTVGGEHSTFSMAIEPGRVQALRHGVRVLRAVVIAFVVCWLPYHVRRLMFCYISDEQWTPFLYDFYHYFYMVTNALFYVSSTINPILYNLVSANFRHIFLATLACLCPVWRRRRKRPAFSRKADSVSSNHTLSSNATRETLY
MgcRacGAP inhibition – MgcRacGAP GTPase-activating activity inhibitors, confirmation, biochemical, ADP Hunter fluorescence. actives 0.6% (n = 340,000). MgcRacGAP-stimulated Rac1 GTP hydrolysis, ADP Hunter fluorescence; higher % means a stronger effect; GST-tagged Rac1 F28L mutant substrate. Rac GTPase-activating protein 1 (Homo sapiens). inhibition, % at 30 µM, or IC50 in µM where a hit was titrated. AID 624330, 2012;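 active means first-screen hits whose inhibition reached a set limit at any dose in the follow-up dose series; inconclusive means inhibition above the set first-screen limit but never retested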;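 further: fluorescence reports GDP produced by GAP-driven GTP hydrolysis; strong numbers were not always called active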
Large T inhibition – SV40 large T antigen inhibitors, biochemical (AID 1903). inhibition, % at 20 µM, or IC50 in µM where a hit was titrated. actives 0.39% (n = 310,000). SV40 large T antigen ATPase/helicase inhibition assay; higher % means a stronger effect; in the data active means a potency from the dose series; inconclusive means inhibition mostly from about 32% at the one dose, without a potency; inactive means the rest, 99 in 100 with inhibition below about 32%; further: strong numbers were not always called active
AID2073 – inhibitors of Mint1-CaV2.2 protein interaction, biochemical, HTRF (AID 2073). HTRF protein-protein interaction, Mint1-CaV2.2; higher % means a stronger effect. inhibition, % at 20 µM; hits with a dose series show IC50 in µM. actives 0.19% (n = 290,000); in the data active means inhibition mostly above about 51%, no sharp cut-off; inconclusive means no clear call, values can overlap the other calls; inactive means mostly below about 53%; further: some results filed as inactive read as strong as hits
GPR55 antagonists – GPR55 antagonists blocking LPI-driven arrestin recruitment, primary screen, imaging, U2OS, beta-arrestin-GFP, LPI agonist (AID 2013); actives 0.13% (n = 290,000); one-dose inhibition, % at 10 µM; IC50 in µM for titrated hits; G-protein coupled receptor 55 (Homo sapiens); U2OS GPR55 beta-arrestin-GFP translocation imaging, LPI antagonism; higher % means a stronger effect;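 active means spots per cell inhibited over 60%, with over 100 cells counted and total cytoplasm intensity under 500,000; inconclusive means wells with under 100 cells, flagged as likely toxic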;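 further: U2OS cells stably carrying GPR55 and arrestin-GFP stimulated by 5 µM LPI near EC80; imaged beta-arrestin-GFP aggregate spots per cell after agonist stimulation; plate controls were LPI-stimulated DMSO wells for no effect and DMSO wells without LPI for full effect; some results filed as inactive read as strong as hits; confirmed hits need IC50 under 10 µM and bright autofluorescent wells are also inconclusive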
NTR1 agonist cell count 20 µM – also measured in NTR1 agonist; calls as there; cell count; measured here: cell count, cytotoxicity flag
Starred values were filed as active, the others as inactive; i = inactive; ? = inconclusive; . = not tested or not shown.

SMILES | NS5 inhibitors | GPR55 activation | Yfh1-depleted yeast | GPR35 antagonists | NTR1 agonist | NTR1 agonist cell count 20 µM | MgcRacGAP inhibition | Large T inhibition | AID2073 | GPR55 antagonists
O=C(CN1CCCCC1)NNC(=O)c1ccc([N+](=O)[O-])cc1 | 0.9% | -0.1% | . | 1.0% | 0.7 | 64 | 8.8% | 16.2% | 2.1% | 5.4%
N/C(Cc1nc(-c2ccc(Cl)cc2)cs1)=N/O | -10.8% | -0.2% | i | -8.0% | 2.2 | 49 | 7.5% | 9.8% | 1.8% | 3.2%
COC(=O)c1ccc(S(=O)(=O)N2CCc3ccccc32)cc1 | 0.0% | -0.1% | . | 6.3% | 0.4 | 61 | 7.7% | 19.0% | 17.0% | 1.3%
Cc1cc(C)c(NC(=O)c2ccccc2C(=O)c2ccccc2)c(C)c1 | -6.6% | -0.1% | i | 14.5% | 0.4 | 53 | 6.3% | 8.3% | 6.1% | 10.3%
COc1ccc(-c2cc(C(=O)N3CCN(Cc4ccccc4)CC3)no2)cc1OC | 6.4% | 0.2% | i | 3.2% | 6.6 | 61 | 12.2% | 5.9% | 1.9% | 15.2%
CCc1ccccc1N/N=C(/C)c1c(O)cc(C)oc1=O | -3.7% | 1.0% | i | -8.2% | -0.3 | 61 | -1.2% | 13.5% | -30.2% | -4.0%
N#Cc1nc(COc2ccccc2F)oc1NCCc1ccccc1 | -4.9% | -0.1% | . | 9.3% | -1.5 | 57 | 6.0% | 0.8% | 0.4% | 6.2%
Cc1ccc(Cn2c(=S)[nH]c3ccc(N4CCOCC4)cc3c2=O)o1 | 33.0% | -0.1% | i | -4.5% | 15.2 | 52 | 8.7% | 58.8% | 40.7% | -6.0%
Cc1ccc(S(=O)(=O)N2CCOCC2)cc1NC(=O)CSc1ccc(Cl)cc1 | 2.9% | . | . | . | -0.7 | 62 | 7.0% | 4.2% | . | .
O=C(NCc1cccc(Cl)c1)c1ccncc1 | -1.9% | 0.0% | . | 10.3% | -0.4 | 58 | -5.4% | 8.5% | 0.2% | 0.5%
O=C(O)c1ccc(F)c(S(=O)(=O)Nc2ccccc2)c1 | -1.3% | -0.2% | i | -6.0% | -1.3 | 80 | 10.7% | 2.6% | 20.0% | 12.2%
S=C(NCCc1ccc(Cl)cc1)NCc1ccccc1 | -4.5% | -0.1% | . | -11.1% | 2.9 | 72 | 5.0% | 14.8% | 1.2% | 6.0%
Cc1ccc(SCCSc2nc(N)cc(=O)[nH]2)cc1 | . | -0.2% | . | 16.1% | 0.2 | 61 | 3.9% | 0.8% | 10.0% | -0.9%
COc1ccc2cc(C(C)C(=O)N3CCC(C(N)=O)CC3)ccc2c1 (stereo unspecified) | -12.5% | -0.1% | . | 19.4% | -0.4 | 57 | 6.8% | 5.2% | 2.7% | -2.5%
Cc1cc(NC(=O)CSc2nc(-c3cccnc3)ccc2C#N)no1 | 10.2% | -0.1% | i | -11.1% | -0.7 | 80 | 3.7% | 4.9% | -3.5% | -6.0%
CCOC(=O)C1CCN(C(=O)c2cccs2)CC1 | -9.1% | 0.6% | i | 19.6% | 0.5 | 86 | 4.5% | . | -7.5% | 12.5%
COc1ccc(CCNC(=O)c2coc3ccccc3c2=O)cc1OC | -10.5% | -0.1% | . | 2.0% | 0.9 | 44 | 7.1% | 2.3% | 37.9% | 2.0%
COc1ccccc1NC(=O)c1ccc(S(=O)(=O)N2CCC(C)CC2)cc1 | -4.2% | 0.3% | . | 13.2% | -0.6 | 41 | 4.1% | 1.3% | -0.6% | 3.9%
COc1ccccc1CC(=O)NNC(=O)c1ccc(C(C)(C)C)cc1 | -3.2% | -0.1% | . | -9.7% | -0.4 | 67 | 7.2% | 12.0% | 3.7% | 2.1%
Cc1cccc(-n2cnc(C(=O)N/N=C/c3ccccc3)c2)n1 | -2.1% | 0.2% | i | -7.5% | 1.8 | 66 | 6.7% | 11.6% | 2.9% | 7.9%
CCCc1cc(=O)[nH]c(SCC(=O)c2cc(C)n(C(C)COC)c2C)n1 (stereo unspecified) | -1.0% | . | i | . | -2.2 | 100 | 7.8% | 0.4% | . | .
CS(=O)(=O)N1c2ccccc2[C@]2(Br)C[C@H]3C(=O)N[C@@H](Cc4ccccc4)C(=O)N3[C@H]12 | -12.8% | . | i | . | 3.9 | 94 | 6.0% | 19.0% | . | .
CC1CN(C(=S)Nc2ccccc2)N(c2ccccc2)C1 (stereo unspecified) | -3.6% | 1.3% | i | 0.8% | 3.2 | 96 | 12.8% | 24.1% | 3.1% | 12.3%
CC[C@@]12C(=O)N(c3ccc(C)cc3)C(=O)N1[C@H](c1ccc(Br)cc1)[C@@H]1C(=O)N(C(C)(C)C)C(=O)[C@@H]12 | -3.2% | 2.6% | . | 5.5% | 10.7 | 90 | -5.2% | 7.2% | -3.6% | -3.2%
O=C(NCCCN1CCCC1=O)NC1CCCCC1 | -0.8% | 0.3% | i | -7.9% | -1.5 | 91 | 10.7% | 14.0% | 0.8% | -2.8%
CCOC(=O)C1CCN(C(=O)CCn2c(=O)c3cccn3c3cccnc32)CC1 | 2.3% | 0.4% | . | 3.6% | -0.1 | 63 | 14.5% | 9.4% | 14.8% | 17.6%
COc1ccc(CCNc2nc(=O)[nH]nc2C)cc1OC | 2.3% | -0.2% | i | 1.6% | -0.5 | 84 | 4.4% | -4.5% | -2.0% | 6.8%
CCN(CC)C(=O)c1ccc2c(=O)n(Cc3cccc(Br)c3)c(=S)[nH]c2c1 | . | 1.2% | . | 5.3% | 1.0 | 88 | . | 4.2% | -2.1% | -1.9%
O=C(CSc1nnc(-c2cccs2)o1)N1CCCc2ccccc21 | 1.1% | -0.3% | i | 5.9% | 1.1 | 35 | 11.1% | ? | 5.3% | 3.3%
COc1cc(C(=O)NCc2cccc3ccccc23)ccc1OCc1ccccc1 | -1.3% | -0.1% | i | 8.6% | 1.9 | 84 | 8.7% | 11.9% | -0.1% | 18.4%
O=C(Oc1ccc2ccc(=O)oc2c1)c1ccccc1 | 3.4% | -0.3% | . | -10.9% | 0.2 | 61 | 8.9% | 3.0% | -3.5% | 1.5%
O=C(COc1nncc2ccccc12)NCC(F)(F)F | -10.1% | -0.2% | i | 3.4% | -0.9 | 25 | -1.1% | 1.4% | -5.0% | 9.5%
Cc1n[nH]c(C)c1CCN(C)C(=O)C1CCC(=O)N(CC2CCCCC2)C1 (stereo unspecified) | 3.2% | -0.1% | . | -1.4% | -0.8 | 59 | 8.1% | 5.5% | 0.6% | 0.3%
NS(=O)(=O)c1ccc(CCNC(=O)c2ccc(-c3ccccc3)cc2)cc1 | -3.5% | -0.1% | . | 3.1% | -0.2 | 65 | 5.6% | 12.8% | 43.0% | -12.8%
CCCn1c(NC(=O)c2ccc(C)cc2)nc2ccccc21 | -3.4% | -0.2% | i | -6.1% | 6.1 | 48 | 6.3% | 3.5% | 12.6% | 2.6%
COc1ccc(F)c(CN2CCC(CO)(Cc3cccc(C(F)(F)F)c3)CC2)c1 | -4.4% | -0.2% | i | -0.9% | 2.8 | 51 | 8.3% | 7.4% | 1.0% | 10.0%
Cn1cccc1Cc1nnc(SCC(=O)NC2CCCCC2)n1CCc1ccccc1 | -5.1% | -0.1% | i | 14.6% | -0.2 | 57 | -7.5% | 9.1% | 27.4% | 7.0%
c1cncc(-c2nc(-c3ccc4c(c3)OCO4)cs2)c1 | . | 0.2% | i | -14.2% | 2.5 | 53 | 7.8% | 15.5% | 3.1% | 1.9%
O=C(NCC1CCCO1)C(c1ccc(F)cc1)N(Cc1ccc(F)cc1)C(=O)Cn1nnc(-c2cccs2)n1 (stereo unspecified) | 0.8% | -0.3% | i | -7.3% | 10.8 | 91 | 13.4% | 7.4% | 12.9% | 2.2%
Cc1[nH]c2ccccc2c1C(=O)C(C)OC(=O)c1ccc(Cl)nc1 (stereo unspecified) | -4.4% | . | . | . | 0.9 | 69 | 2.4% | 6.0% | . | .
O=C1[C@H]2C(c3ccccc3)=NN(c3ccccc3)[C@H]2C(=O)N1c1ccccc1 | -8.5% | -0.6% | i | -17.2% | 2.0 | 38 | -3.2% | 9.1% | 42.2% | 17.0%
CCn1cc([N+](=O)[O-])c(C(=O)Nc2c(C)nn(Cc3cccc(F)c3)c2C)n1 | -2.2% | -0.2% | i | -0.2% | 3.2 | 45 | -2.4% | 11.9% | -8.3% | 5.4%
Cc1coc2c(C)c3oc(=O)c(CCC(=O)NCCCN4CCCC4=O)c(C)c3cc12 | 1.4% | -0.2% | . | 7.8% | 2.1 | 82 | 2.4% | 1.5% | 21.7% | -8.3%
C/C=C\C=C\C(=O)N1CC2(CC(c3cccc(NC(=O)CC(c4ccccc4)c4ccccc4)c3)=NO2)C[C@H]1C(N)=O (stereo partly specified) | -8.8% | -0.2% | i | -1.0% | 1.9 | 66 | 8.9% | 24.6% | 9.8% | 15.6%
CCOc1cc(/C=C2/SC(=S)N(CC3CCCO3)C2=O)ccc1O (stereo unspecified) | 0.0% | -0.1% | i | 6.2% | 3.6 | 47 | 11.8% | 6.5% | 0.5% | 12.9%
COc1ccccc1CNC(=O)c1ccccc1NS(C)(=O)=O | -1.6% | -0.1% | i | 4.9% | 1.2 | 41 | 5.0% | 3.2% | 9.1% | 8.8%
Cc1ccc(CNC(=O)c2ccc(OCC(C)C)cc2)n1C | -3.3% | 0.0% | . | -4.0% | . | . | 4.5% | 5.1% | 0.2% | -8.4%
CN(CCc1ccccn1)C(=O)c1cc(COc2ccc(F)cc2F)on1 | -3.6% | -0.1% | . | 7.0% | -1.1 | 61 | -4.6% | 13.5% | 8.8% | 12.3%
CC1Cc2ccccc2N1C(=O)Cn1cnc2c1c(=O)n(C)c(=O)n2C (stereo unspecified) | -7.8% | -0.2% | . | 0.5% | -0.7 | 50 | 4.2% | -4.8% | -0.8% | -14.0%
COc1ccc(CCNC(=O)c2c(C)nc3ccccn23)cc1OC | -4.5% | -0.3% | i | 6.8% | -0.4 | 56 | 4.6% | . | -5.1% | 3.9%

Screening results as filed in PubChem.

No enrichment for hits. About 1.7% of those tested had a hit in this group.
